SR-BI uptake up = enhances SR-BI lipid uptake from DiI-HDL | CHO ldlA[mSR-BI] cells, DiI-HDL uptake fluorescence, 3 h; 100 = double the neutral-control signal | activation, % at 12.5 µM | 320,000 tested, 0.096% active;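 active = mean replicate activation of at least 60% and every replicate at or above 60%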;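 also: 0% = median plate neutral-control signal and 100% = twice that signal; values of inactives mirror those of a sister screen read the other way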
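Test system: SR-BI-overexpressing, LDLR-lacking CHO cells. Measured by: DiI fluorescence, bottom read. Medium: Ham's F12 with 0.5% BSA, HEPES 25 mM, pH 7.4. Timing: 3 h uptake period with compound, 37 °C.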
CAL PDZ FP-1 = human CAL PDZ-peptide interaction inhibition; Q9HD26; purified CAL PDZ, TMR-peptide fluorescence polarization, 1 h; inhibition, % at 20 µM; 330,000 tested, 0.02% active; AID 504414;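 active = highest replicate inhibition of at least 40%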;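 also: plate controls were DMSO neutral control wells for no effect and unlabeled competitor peptide control wells for full effect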
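material = purified tagged CAL PDZ domain construct (CerCALP) | buffer or medium = sodium phosphate/NaCl buffer pH 7.4 with TCEP, IgG, Thesit | reagent = TMR-labelled reporter peptide T*-PRC34 bound in PDZ groove | incubation = 1 h room-temperature incubation prior to read | measured by = fluorescence polarization (mP) | evaluation = percent inhibition from loss of millipolarization | control set = unlabelled peptide and DMSO controls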
Rtt109 HAT inh = inhibitors of Candida albicans Rtt109/Vps75 histone acetyltransferase; 330,000 tested, 0.16% active; Q5AAJ8; inhibition, % at 34.9 µM; AID 540336; purified Rtt109/Vps75, ThioGlo CoA-SH fluorescence, 4 h;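 active = inhibition of at least 50% in every replicate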
Target sequence (Q5AAJ8 whole entry, looked up): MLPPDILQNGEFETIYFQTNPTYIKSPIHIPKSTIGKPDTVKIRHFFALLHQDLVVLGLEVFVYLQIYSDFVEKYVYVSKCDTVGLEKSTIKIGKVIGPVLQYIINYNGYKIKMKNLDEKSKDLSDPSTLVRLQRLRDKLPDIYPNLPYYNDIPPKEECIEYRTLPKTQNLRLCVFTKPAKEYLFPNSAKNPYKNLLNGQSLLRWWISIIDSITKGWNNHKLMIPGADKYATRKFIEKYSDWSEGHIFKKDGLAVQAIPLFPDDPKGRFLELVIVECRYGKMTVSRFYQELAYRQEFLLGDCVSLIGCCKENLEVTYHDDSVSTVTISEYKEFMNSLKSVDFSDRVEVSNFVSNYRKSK
CAL PDZ FP-2 = CAL PDZ (human) peptide binding inhibition; Q9HD26; purified CAL PDZ, TMR-peptide fluorescence polarization, 1 h; inhibition, % at 24.9 µM; 300,000 tested, 0.92% active; AID 602252;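 active = mean inhibition of at least 30% with at least half of replicates also reaching 30%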;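 also: 0% = DMSO neutral control and 100% = excess unlabeled competitor peptide PRC23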
SR-BI HDL uptake = inhibitors of mouse SR-BI mediated HDL lipid uptake | Q61009 | ldlA[mSR-BI] CHO cells, DiI-HDL uptake fluorescence, 3 h | inhibition, % at 12.5 µM | 320,000 tested, 0.96% active | AID 488896;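 active = mean replicate inhibition of at least 70% and a set share of replicates each scoring 70 or more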;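 also: 0% = median of neutral control wells and 100% = median of positive control wells; values of inactives mirror those of a sister screen read the other way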
Target sequence (Q61009 whole entry, looked up): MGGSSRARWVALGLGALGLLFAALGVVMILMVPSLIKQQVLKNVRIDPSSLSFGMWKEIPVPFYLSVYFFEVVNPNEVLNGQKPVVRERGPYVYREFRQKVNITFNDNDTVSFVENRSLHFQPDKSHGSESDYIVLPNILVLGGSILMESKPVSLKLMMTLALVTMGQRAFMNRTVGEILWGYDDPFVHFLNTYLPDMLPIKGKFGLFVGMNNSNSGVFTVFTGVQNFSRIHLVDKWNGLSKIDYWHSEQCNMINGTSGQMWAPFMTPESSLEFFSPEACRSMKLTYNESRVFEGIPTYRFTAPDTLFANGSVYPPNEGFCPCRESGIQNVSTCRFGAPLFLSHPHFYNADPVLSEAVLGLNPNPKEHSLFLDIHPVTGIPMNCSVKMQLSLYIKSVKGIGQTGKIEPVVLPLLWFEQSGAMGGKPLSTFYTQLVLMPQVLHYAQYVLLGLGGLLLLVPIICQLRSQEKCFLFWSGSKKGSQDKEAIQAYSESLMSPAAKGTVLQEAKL
PvdQ inh = blocks Pseudomonas aeruginosa PvdQ acylase activity. purified PvdQ acylase, fluorescence plate reader. inhibition, % at 10 µM. 340,000 tested, 0.063% active; in the data active = inhibition above about 30%, passing the limit was not always enough;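 also: 0% = vehicle neutral wells and 100% = reference inhibitor wells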
PfHsp90 yeast 2 = inhibits growth of yeast expressing Plasmodium falciparum Hsp90 | S. cerevisiae expressing PfHsp90, BacTiter-Glo ATP, 48 h; yeast lacking PDR1 and PDR3 efflux regulators | 310,000 tested, 0.32% active | inhibition, % at 9.4 µM;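 active = every replicate shows inhibition above about 80%, whatever the replicate mean, limit read from the data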;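 also: 0% = DMSO neutral controls and 100% = 20 µM radicicol positive controls; yeast relying on Plasmodium falciparum Hsp90 in place of its own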
dFosB activator = mouse delta FosB homodimer activation; P13346; purified delta FosB, TAMRA-CDK5 oligo fluorescence polarization; percent of positive-control signal above neutral wells; activation, % at 25 µM; 340,000 tested, 0.99% active; AID 493131;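 active = mean activation above about 17%, with every replicate also reaching it, limit read from the data, passing the limit was not always enough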;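 also: fluorescence polarization rise as delta FosB binds a TAMRA Cdk5 AP-1 oligo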
NSD2 HMT inh = blocks human histone methyltransferase NSD2. inhibition, % at 12.5 µM. AID 743445. O96028. 310,000 tested, 0.54% active. NSD2 peptide methylation, AlphaScreen, 120 min; in the data active = inhibition above about 50%
MITF act = MITF TRPM1 promoter activation in melanoma cells. 300,000 tested, 0.75% active. activation, % at 12.5 µM. SK-MEL-5 TRPM1-promoter luciferase, 24 h; % of positive control, neutral wells = 0;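 active = mean activation of at least 80% with every replicate also reaching 80%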;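 also: 0% = neutral control wells and 100% = parthenolide positive control wells; values of inactives mirror those of a sister screen read the other way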
* hit, by the source's call; / = no result given. Compounds were not picked by outcome; any-hit rate near 4.3%.

SMILES	SR-BI uptake up	CAL PDZ FP-1	Rtt109 HAT inh	CAL PDZ FP-2	SR-BI HDL uptake	PvdQ inh	PfHsp90 yeast 2	dFosB activator	NSD2 HMT inh	MITF act
Cc1ccc(NC(=O)CN2CCCCCC2)cc1[N+](=O)[O-]	-3	-2.0	-3	-4	3	-19	6	-4	3	52
O=S(=O)(c1ccc(-c2ccno2)s1)N1CCCCC1	11	-0.1	-2	1	-11	-4	-12	0	-1	16
COC(=O)[C@@H](CC(C)C)NS(=O)(=O)N(Cc1ccccc1)[C@@H](CC(C)C)C(=O)OC	21	-0.3	-1	-1	-21	-16	23	-11	/	-4
Cc1ccc(NC(=O)CCc2nnc3ccc(N4CCC5(CC4)OCCO5)nn23)nc1	16	-2.2	-12	-3	-16	-3	11	-5	0	-3
CCOC(=O)c1cccc(NC(=O)CCc2nc(-c3ccc(C)cc3)no2)c1	-19	-1.4	-7	-1	19	-14	1	-8	1	-5
COc1ccc(S(N)(=O)=O)cc1C(=O)OCC(=O)N1CC(=O)Nc2ccccc21	34	-2.6	1	-5	-34	-3	6	-4	-1	20
O=Cc1ccc(-c2cccs2)s1	25	-0.9	0	-4	-25	10	9	12	/	/
COc1ccc(-c2ccc(SCC(=O)Nc3nccs3)nn2)cc1OC	12	-0.8	-7	-4	-12	6	10	-5	-3	14
Oc1ccc(C[C@H]2CNC(=S)N2CC2CCCN2C[C@H](Cc2ccc(O)cc2)N2C[C@H](Cc3ccccc3)N(CCc3ccccc3)C2=S)cc1 (stereo partly specified)	6	0.9	11	-4	-6	-20	13	65*	/	-31
CC(C)CC(NC(=O)C1CCCN1C(=O)CNC(=O)OCc1ccccc1)C(=O)O (stereo unspecified)	18	-0.7	1	-4	-18	14	1	-6	2	-10
CC1(C)Cc2c(sc(NC(=O)Nc3ccccc3)c2C(N)=O)CO1	-32	-0.5	12	-7	32	-3	11	-2	-2	/
Cn1c(SCC(=O)NCc2cccs2)nnc1-c1ccco1	20	-1.1	5	-2	-20	-12	3	4	-3	-14
CCc1ccc(OCCOCC(O)CN(CCO)CCO)cc1 (stereo unspecified)	3	-3.4	-2	1	-3	-9	3	0	-2	-5
CCCn1c(C2CCCN2c2nc(-c3cccc(Br)c3)cs2)nc2ccccc21 (stereo unspecified)	-14	-0.8	0	-2	14	-13	-26	-6	/	7
O=C1C=CC2C3C(=O)N(c4ccccc4)C(=O)C3C1N2Cc1ccccc1 (stereo unspecified)	3	-1.4	-2	-2	-3	-11	-16	-15	-3	-95
O=C(CSc1ccc(-c2ccccc2)nn1)c1cccs1	-5	-4.8	5	-2	5	-8	-95	-19	0	70
CCOC(=O)N1CCC(=NNC(=O)COc2ccc(OC)cc2)CC1	18	-1.2	-4	-7	-18	3	30	1	-3	1
O=C(O)c1cccc(N2C(=O)c3cc4cccc(Br)c4cc3C2=O)c1	7	-0.3	-4	2	-7	-15	-86	2	5	-5
c1ccc(-c2nn3nnnc3c3ccccc23)cc1	-9	-1.4	5	3	9	-3	-29	1	-4	-5
CC(C)OC(=O)C1=C(N)N2C(=O)CSC2=C(C(=O)OC(C)C)C1	21	-0.7	13	/	-21	-1	11	-6	2	/
CC(NC(=O)C1CCC(C)(C(=O)O)C1(C)C)c1ccccc1 (stereo unspecified)	6	-0.8	0	-2	-6	-11	-3	-2	0	/
O=C(O)c1nn(-c2ccccc2)c(-c2ccccc2)c1C(=O)c1ccccc1	11	-1.8	0	-8	-11	-17	-51	-5	-1	7
O=S(=O)(O/N=C1\CCCc2ccccc21)c1ccc(Cl)cc1	1	0.7	12	-2	-1	-14	-4	-4	19	4
CCN(c1cccc(C)c1)S(=O)(=O)c1c(C)[nH]c(C)c1C(=O)N1CCCCC1	35	-2.3	-2	-1	-35	4	-6	-1	1	9
CC(C)Oc1ccc(CNCC2(O)CCOC(C)(C)C2)cc1 (stereo unspecified)	-5	-3.6	1	-4	5	0	26	1	-1	/
Cc1ccc(S(=O)(=O)N2CCCC(C(=O)NC3=NCCS3)C2)cc1 (stereo unspecified)	29	0.7	8	-3	-29	0	-17	3	/	4
COc1c(F)c(F)c(C(=O)O)c(Nc2ccccc2C)c1F	14	-3.0	-1	/	-14	-6	9	-6	/	-4
COc1ccc(Cn2ccnc2SCC(=O)Nc2nnc(C)s2)cc1	-1	-2.2	8	-4	1	-5	18	6	/	13
COc1cccc(N(CC(=O)NC2CCCCC2)C(=O)CCCC(=O)Nc2ccccn2)c1	-21	-2.3	-6	-5	21	-8	14	-7	-4	-7
CC(=O)OCC(=O)Nc1ccc(SC(F)F)cc1	6	-0.8	2	/	-6	8	0	-5	-2	1
Cc1nn(-c2ccccc2)c2[nH]c(=O)c(CNc3ccc4c(c3)OCCO4)cc12	-16	-2.6	2	/	16	-13	16	-8	/	-3
O=C(COc1ccc(S(=O)(=O)N2CCOCC2)cc1)NCCN1CCOCC1	/	0.1	-2	-3	/	-9	4	-2	-1	/
CSc1ccccc1NC(=O)c1cc(-c2ccc3c(c2)OCO3)on1	/	-0.7	2	2	/	-5	-15	8	0	66
COc1cc2c(cc1OC)CN(C(=O)c1ccncc1)CC2	14	-0.6	8	-1	-14	-6	4	6	31	6
Cc1nnc(SCc2nc(N)nc(Nc3ccccc3)n2)s1	23	-1.3	29	1	-23	3	18	-4	0	/
Cc1cnc(NC(=O)c2cc3c(C)nn(Cc4ccccc4Cl)c3s2)s1	-52	-2.4	-3	1	52	-9	-15	30*	-3	-7
N#CCSc1nn(-c2ccc(F)cc2)c(=S)s1	-7	-2.6	-6	-3	7	-8	-14	-8	2	-3
Cc1c(Cl)c([N+](=O)[O-])nn1CC(=O)N1CCN(C23CC4CC(CC(C4)C2)C3)CC1	/	1.8	7	/	/	-14	0	-6	2	-2
N=C1/C(=C\c2ccc(SCc3ccccc3)o2)C(=O)N=C2SC(CC(=O)N3CCOCC3)=NN12	/	-1.1	2	-4	/	-5	26	-12	2	10
CN(C)CCN(Cc1ccccc1)S(=O)(=O)c1csc(C(N)=O)c1	29	-0.3	3	-3	-29	-12	1	-10	3	-1

Compound profiles, from the list above:
Cc1nnc(SCc2nc(N)nc(Nc3ccccc3)n2)s1 across the screens: SR-BI uptake up = 23; CAL PDZ FP-1 = -1.3; Rtt109 HAT inh = 29; CAL PDZ FP-2 = 1; SR-BI HDL uptake = -23; PvdQ inh = 3; PfHsp90 yeast 2 = 18; dFosB activator = -4; NSD2 HMT inh = 0; MITF act = /
Cc1nn(-c2ccccc2)c2[nH]c(=O)c(CNc3ccc4c(c3)OCCO4)cc12 across the screens: SR-BI uptake up = -16; CAL PDZ FP-1 = -2.6; Rtt109 HAT inh = 2; CAL PDZ FP-2 = /; SR-BI HDL uptake = 16; PvdQ inh = -13; PfHsp90 yeast 2 = 16; dFosB activator = -8; NSD2 HMT inh = /; MITF act = -3

(list continues)
SMILES	SR-BI uptake up	CAL PDZ FP-1	Rtt109 HAT inh	CAL PDZ FP-2	SR-BI HDL uptake	PvdQ inh	PfHsp90 yeast 2	dFosB activator	NSD2 HMT inh	MITF act
CC(/C=N/n1c(-c2ccco2)n[nH]c1=S)=C\c1ccccc1	17	-0.2	15	-1	-17	9	-46	-9	15	11
COc1ccc(-c2cc(C(=O)NCCN3CCOCC3)c3cc(C(C)C)ccc3n2)cc1	-14	-2.2	-2	-2	14	-16	14	-10	-3	24
Cc1cc(=O)n2[nH]c(=O)c(N=Nc3ccccc3)c2[nH]1	2	-0.7	10	2	-2	-10	25	-5	4	-1
COc1ccc(CCN2CC(C(=O)N(C)Cc3cccnc3)CC2=O)cc1OC (stereo unspecified)	16	-3.1	-7	-1	-16	-23	-1	-2	0	-2
CCOc1ccc(Br)cc1S(=O)(=O)Nc1ccc(N2CCOCC2)cc1	-26	/	21	-4	26	-5	-12	-14	5	3
O=C(Nc1cccc(F)c1)c1ccc(S(=O)(=O)NCC2CCCO2)cc1 (stereo unspecified)	-24	0.4	4	-4	24	-4	11	-1	-4	-2
CCOC(=O)N1CCN(C(=O)CNC(=O)c2nn(-c3ccc(OC)cc3OC)c(=O)c3ccccc23)CC1	/	-1.3	7	0	/	-10	10	-21	-3	41
Cc1cnc(CN(C)C(=O)c2ccc3oc(Cc4ccccc4)nc3c2)[nH]1	5	-1.8	17	-5	-5	10	12	5	3	-1
O=C(CCNc1ccc(Cl)cc1)c1cccs1	-10	-0.9	-4	-4	10	-8	-27	-2	-3	58
Cc1ccc(/C=N/N2CCN(Cc3cccc4ccccc34)CC2)o1	-2	0.1	2	1	2	-13	0	0	8	-5
Cc1ccn2c(Nc3ccccc3)c(-c3ccccn3)nc2c1	/	0.8	-9	0	/	-2	3	33*	/	-65
Cc1nc2ccccc2c(=O)n1NC(=O)c1ccc(C(C)(C)C)cc1	-17	-0.9	-9	2	17	1	-17	-4	0	3
CCCCCCC(=O)N(O)C1CC(=O)N(c2ccc(C)cc2)C1=O (stereo unspecified)	15	-2.0	11	/	-15	16	106*	0	1	-13
O=C(Nc1cccc(Cl)c1Cl)C1CCCO1 (stereo unspecified)	0	-0.2	-5	-2	0	-14	1	-2	-2	/
O=C(/C=C/c1cccc(Br)c1)NCc1ccncc1	-7	-1.8	-8	-3	7	-13	-17	-5	2	-4
CC1=C(C(=O)N2CCCCC2)C(c2cccs2)C2=C(CCCC2=O)N1 (stereo unspecified)	12	-0.1	-24	1	-12	-1	12	1	0	-13
Cc1ccc(NC(=O)CSc2nnc(CSc3nc(C)cc(C)n3)n2Cc2ccco2)c(C)c1	-50	-0.9	6	0	50	-4	/	-15	6	/
CCC(C(=O)NC1CCCC1)N(Cc1ccc2c(c1)OCO2)C(=O)c1snc(C(N)=O)c1N (stereo unspecified)	12	-1.4	10	2	-12	-5	/	-4	0	-4
O=C(CNc1ccc2ccccc2c1)NNC1=NCCC1	23	-3.8	/	-3	-23	8	19	-3	9	10
O=S(=O)(c1ccc(Cl)cc1)N1CCCc2ccccc21	-15	-2.1	6	/	15	-4	11	-2	-15	/
CCOc1ccc(NC(=O)CN(C)C(=O)c2ccc(OCC(=O)N3CCOCC3)c(OC)c2)cc1OCC	-21	-0.7	3	-3	21	-19	28	-5	2	-3
O=C(COc1ccccc1)NNc1nc2c(F)cc(F)cc2s1	-4	-0.8	1	/	4	-8	-23	7	-6	7
COc1ccc(NC(=O)COC(=O)CCC2CCCC2)c(OC)c1	16	-1.7	1	-4	-16	-10	-7	-2	-2	-1
COc1ccc(CC(=O)NCCC(C)C)cc1S(=O)(=O)N1CCOCC1	11	-1.6	0	42*	-11	-16	13	-2	-8	-12
CCOC(=O)c1ccccc1NC(=O)COC(=O)CN1C(=O)C2CC=CCC2C1=O (stereo unspecified)	14	-2.9	-3	-2	-14	-4	1	-5	1	-4
Cc1ccc(NC(=O)c2c(NC(=O)CCC(=O)O)sc3c2CCCCC3)cc1	-12	0.3	19	5	12	5	-1	-5	-2	0
C/C(N)=C(/C#N)C(=O)COC(=O)c1cccc2ccccc12	-11	-1.9	25	-2	11	-1	3	-15	-1	39

Screening results: PubChem, Broad Institute
